Screening data as filed in PubChem BioAssay.
AID inh – blocks human AID cytidine deaminase activity; actives 0.32% (n = 91,000); Potency, µM (titrated, usually from 115 µM), inactives show at the highest dose activity change, negative = inhibition, usual class: inhibitors; AID 1347428; Q9GZX7; AID deamination FRET fluorescence, UDG-coupled, 4 h; note: nearly all actives have a fitted effect of over 25% in size
Target sequence (Q9GZX7 whole entry, looked up): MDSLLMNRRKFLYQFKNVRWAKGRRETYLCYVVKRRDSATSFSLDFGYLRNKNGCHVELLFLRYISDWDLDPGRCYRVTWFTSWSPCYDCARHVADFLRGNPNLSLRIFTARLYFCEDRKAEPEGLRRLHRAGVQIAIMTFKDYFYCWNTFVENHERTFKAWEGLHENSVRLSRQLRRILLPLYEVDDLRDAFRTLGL
UDG counter – blocks uracil-DNA glycosylase in AID counter-screen; AID 1347430; FRET deamination/UDG coupled assay, UDG read, 4 h; Potency, µM (highest dose often 115 µM), inactives show at the highest dose activity change, negative = inhibition, usual class: inhibitors; actives 0.14% (n = 91,000); note: nearly all actives have a fitted effect of over 65% in size
* marks the source's active call; other numbers are inactive results; ? = inconclusive; & = joins results of further samples; [ ] = dose if it differs, or a comment. Calls come from the whole dose curve; as a rule, active = well fitted curve in the direction sought with a large enough effect; inconclusive = small, poorly fitted or top-dose-only effect, or another doubt; inactive = no such curve, though single readings can be large; an effect the other way counts as inactive or inconclusive. % is set by controls: 0 for no effect and ±100 for the full control effect; potency is the fitted concentration of half-maximal effect.

SMILES	AID inh	UDG counter
CC1CCN(S(=O)(=O)c2cc3c4c(c2)C(C)C(=O)N4CCC3)CC1 (configuration not stated)	7.0%	23.1%
Cc1csc(SCCCOc2ccc(C#N)cc2)n1	-4.5%	3.6%
COc1ccc(C)cc1NC(=O)c1cc(S(=O)(=O)N2CCC(C)CC2)ccc1F	-13.0%	-4.7%
O=C(CSc1nc(-c2cccs2)nc2cc(=O)[nH]n12)Nc1cccc(C(F)(F)F)c1	?	26.0%
CCN(CC)c1ccc(NC(=O)c2sc3nc(-c4ccccc4)cn3c2C)cc1	24.1%	-12.8%
Cc1cc(C)cc(NC(=O)C(Cc2ccccc2)NS(=O)(=O)c2ccc3c(c2)c(=O)n(C)c(=O)n3C)c1 (configuration not stated)	-13.1%	-2.5%
Cc1ccccc1CNC(=O)c1sc2ncnc(N(C)C3CCCCC3)c2c1C	-15.6%	-4.6%
COc1cc(NC(=O)Cn2cnc(S(=O)(=O)N3CCCC3)c2)cc(OC)c1OC	6.5%	20.2%
COc1ccc(NC(=O)Cn2c(=O)n(-c3cccc(C(F)(F)F)c3)c(=O)c3sccc32)cc1	3.0%	-0.5%
CCOC(=O)N1CCc2c(sc(NCc3sccc3C)c2C(=O)Nc2cc(OC)ccc2OC)C1	86.7%[activator]	-2.7%
COc1cccc(NC(=O)CC2Oc3ccccc3NC2=O)c1 (configuration not stated)	-4.9%	-9.9%
COc1ccc(S(=O)(=O)NCc2ccc(C(=O)NCc3ccccc3)cc2)cc1	7.3%	-6.7%
COc1ccccc1CCNC(=O)c1sc(NC(C)C)nc1C	4.9%	0.3%
CCOC(=O)c1c(-c2ccccc2)oc2ccc(OCc3cccc(Br)c3)cc12	-0.8%	6.7%
COc1cc(C(C)=O)ccc1Oc1cccc(Cl)c1C#N	-7.8%	-0.7%
CN1CCN(CCNC(=O)Cc2ccc(C(F)(F)F)cc2)CC1	7.3%	7.3%
CCOC(=O)c1cc(-c2ccccc2)n(-c2cccc(C(=O)N(C)c3ccc(C)cc3)c2)c1C	?	47.7%[activator]
N#Cc1ccccc1COc1ccccc1C#N	-13.0%	-7.7%
CCOC(=O)c1c(NC(=O)c2ccc(OC)cc2)sc2c1CCCCC2	1.3%[57.5 µM]	-1.4%[57.5 µM]
Cc1ccc(NC(=O)CSc2nc3ccc(NC(=O)c4ccco4)cc3s2)cc1	12.5%	-10.8%
Cc1ccc(-c2nc3cc(C(C)C)ccc3o2)cc1NC(=O)c1cc2ccccc2o1	-14.4%[57.5 µM]	?
CSc1cccc(Nc2cc(C(=O)NCCc3ccc(Cl)cc3)c3ccccc3n2)c1	?	-10.5%
Cc1c(C(=O)OC(C)C)sc(NC(=O)C2c3ccccc3Oc3ccccc32)c1C(=O)OC(C)C	?	-24.2%[57.5 µM]
CCSc1ncc(Cl)c(C(=O)Nc2nnc(CC)s2)n1	-2.0%&21.9%	-1.4%&-20.1%
COC(=O)c1scc(-c2ccc(C)cc2)c1S(=O)(=O)Nc1c(C)cc(C)cc1C	-2.3%	-14.4%

More structures.
SMILES	AID inh	UDG counter
CCN(CC)c1ccc(NC(=O)c2cnc3ccccc3n2)cc1	-0.4%	5.0%
COc1cccc(CC(=O)Nc2ccc(-c3nc4ccccc4s3)cc2)c1	6.2%	0.0%
CCN(CC)S(=O)(=O)c1ccc(C)c(NC(=S)N(c2ccccc2)C(C)C)c1	6.0%	8.9%
COc1cc(C)c(NC(=O)c2ccc3c(c2)NC(=O)CS3)cc1OC	18.4%	-3.3%
NC(=O)C(OC(=O)CNS(=O)(=O)Cc1ccccc1)c1ccccc1 (configuration not stated)	-5.0%	-1.3%
N#CC1(NC(=O)CSc2nc(-c3ccccc3)cs2)CCCCC1	-5.9%	0.3%
COc1ccc(-n2c(SC(C(=O)N3CCCC3)c3ccccc3)nnc2-c2ccncc2)cc1 (configuration not stated)	-0.1%	0.2%
O/N=C(\c1ccc(Cl)cc1)c1ccco1	0.0%	-4.5%
COc1cccc(Nc2nc3ccc(C)cc3nc2-n2nc(C)cc2C)c1	11.4%	1.4%
Cc1oc(-c2ccccc2)nc1CC(=O)Nc1ccccn1	-10.5%	-1.8%
COc1ccccc1N1CCN(C(=O)C(CCSC)NS(=O)(=O)c2ccc3c(c2)oc(=O)n3C)CC1 (configuration not stated)	28.7%	-17.1%
CCOC(=O)N1CCN(C(=O)c2cc3occc3n2Cc2ccccc2)CC1	5.0%	2.6%
COc1ccc(NC(=O)CCc2ccc(OC)c(OC)c2)cn1	4.2%	5.3%
CCOC(=O)Cn1c(=O)c2c(nc(-n3nc(C)cc3C)n2CC)n(C)c1=O	1.0%	-0.7%
Cc1ccc2c(CN3CCN(c4ccc(Cl)cc4)CC3)cc(=O)oc2c1	7.0%	7.3%
O=S(=O)(NCC1(c2ccccc2)CCC1)c1ccc(F)c(F)c1	-0.2%	0.0%
COc1cc(NC(=O)N2CC(C)Oc3ccc(Cl)cc32)cc(OC)c1OC (configuration not stated)	2.4%	6.7%
CC(=O)c1cccc(NC(=O)CN2C(=O)c3ccccc3Sc3ncccc32)c1	1.0%	-7.3%
O=C1C=C(Nc2ccccc2C(F)(F)F)CCC1	0.7%	-0.9%
COc1ccccc1C(=O)CSc1nc2ccccc2c(=O)n1CCCN1CCOCC1	7.6%	-6.9%
COCCN(Cc1cccs1)CC1CCCO1 (configuration not stated)	-1.3%	-10.8%
Cc1ccc(NC(=O)CCSc2nc(-c3ccc4c(c3)OCO4)cc(C(F)(F)F)n2)c(C)c1	13.8%	2.8%
Cc1cccc(C)c1NC(=O)c1cccc(N(C)C)c1	-8.9%	2.7%
Cc1ccc(Cn2c(C(=O)O)c(CNCc3cccs3)c3ccc(C)cc32)cc1	?	-1.5%
COc1ccccc1CNC(=O)c1ccc(N2CCCC2)c(NC(=O)NCc2ccccc2)c1	13.9%	8.6%

The final 7 entries of the part above lead into the next:
SMILES	AID inh	UDG counter
O=C1C=C(Nc2ccccc2C(F)(F)F)CCC1	0.7%	-0.9%
COc1ccccc1C(=O)CSc1nc2ccccc2c(=O)n1CCCN1CCOCC1	7.6%	-6.9%
COCCN(Cc1cccs1)CC1CCCO1 (configuration not stated)	-1.3%	-10.8%
Cc1ccc(NC(=O)CCSc2nc(-c3ccc4c(c3)OCO4)cc(C(F)(F)F)n2)c(C)c1	13.8%	2.8%
Cc1cccc(C)c1NC(=O)c1cccc(N(C)C)c1	-8.9%	2.7%
Cc1ccc(Cn2c(C(=O)O)c(CNCc3cccs3)c3ccc(C)cc32)cc1	?	-1.5%
COc1ccccc1CNC(=O)c1ccc(N2CCCC2)c(NC(=O)NCc2ccccc2)c1	13.9%	8.6%
CN(C)c1ccc(C(=O)OCc2ccc(C#N)cc2)cc1	-10.5%	1.1%
O=C(Nc1ccccc1Cl)N1CCC2(CC1)Oc1ccccc1C(=O)N2Cc1ccc(F)cc1	?	3.2%&-3.1%
Cc1ccc(C)c(CSC2=NC(C)(C)Nc3ccccc32)c1	1.1%&-10.8%	-12.6%&-8.8%
COc1cccc(-c2cn3c(n2)sc2cc(C(=O)NCCC4=CCCCC4)ccc23)c1	0.8%	3.9%[57.5 µM]
NC(=O)c1ccc(NC(=O)Cn2cnc3ccc(Cl)cc3c2=O)cc1	6.4%	5.8%
CC(C)(C)NC(NC(=O)c1cccc([N+](=O)[O-])c1)C(Cl)(Cl)Cl (configuration not stated)	1.1%	5.5%
CCCNc1nc2c(c(=O)[nH]c(=O)n2C)n1CCC(C)C	-4.2%	-3.5%
OCCNc1nc(Nc2ccc(Cl)c(Cl)c2)nc2nccnc12	35.5µM*	-3.7%
Cc1ccc(CNS(=O)(=O)c2cc3c(cc2Cl)NC(=O)CO3)o1	7.6%	-10.6%
CCn1cc(C(=O)NCCCN2CCC(C)CC2)c(=O)c2cc(S(=O)(=O)N(C)C3CCCCC3)ccc21	?	-15.8%
Nc1cc(-n2cccc2)ccc1Cl	4.9%	-8.3%
Cc1nn2c(=O)cc(COC(=O)c3ccccc3NC(=O)C(C)Oc3ccccc3)nc2s1 (configuration not stated)	-8.4%&14.1%	1.7%&-7.1%
CCc1cccc(C)c1Nc1c(-c2cccc(O)c2)nc2cnccn12	-11.0%	-5.5%
Cc1ccc(Nc2nc(-c3ccncc3)cs2)cc1C	-15.5%	-13.2%
COc1cccc(-n2c(SCC(=O)N3CCCCC3)nc3c([nH]c4ccccc43)c2=O)c1	-47.7%	-17.5%
Cc1ccc2nc(C)c(C(=O)N3CCN(c4ccc(F)cc4)CC3)cc2c1	-6.9%	0.6%
Cn1c(NCc2ccc3c(c2)OCO3)nc2c1c(=O)n(Cc1ccccc1)c(=O)n2C	?	-9.4%
CCOc1ccccc1NC(=O)c1nc(S(=O)(=O)Cc2cccc(C)c2)ncc1Cl	-10.4%	?
O=C(Nc1ccccc1F)NC1(C(F)(F)F)Oc2ccccc2O1	-3.0%	-13.4%
Cc1ccc(C(=O)COC(=O)COc2ccc(Cl)c(C)c2)c(C)c1	12.9%	0.1%
CCC(C)n1c(=N)c(C(=O)NCc2ccccc2)cc2c(=O)n3cc(C)ccc3nc21 (configuration not stated)	?	-16.3%
C/C(=N\NC(=O)c1ccc(C)cc1)c1ccc(C)s1	-0.7%	-10.1%
Cc1cccc(Cn2c(SCC(N)=O)nc3c2c(=O)[nH]c(=O)n3C)c1	-2.0%	2.9%
CN(C(=O)c1c[nH]c2ccc(S(=O)(=O)Nc3cccc(C(F)(F)F)c3)cc2c1=O)C1CCCCC1	-14.2%	-3.9%[57.5 µM]
Cc1ccccc1CNC(=O)c1cccc(NC(=O)N2CCSc3ncccc32)c1	8.7%	-26.0%

(cont.)
SMILES	AID inh	UDG counter
COc1ccc(Oc2nc3c(c(=O)n(C)c(=O)n3C)n2Cc2ccccc2Cl)cc1	-0.9%[57.5 µM]	?
COc1ccc(CNC(=O)Cn2nc(N3CCN(c4ccccc4)CC3)ccc2=O)c(OC)c1	-13.7%	-8.7%[57.5 µM]
CC1CCN(C(=O)Cn2cc(SCC(=O)NCc3ccccc3)c3ccccc32)CC1	4.6%	-8.0%[57.5 µM]
Oc1ccc(Cl)cc1Nc1nc2ccccc2n2cnnc12	-10.6%	-26.2%
CCSc1ccccc1C(=O)NC12CC3CC(CC(C3)C1)C2	-6.8%	4.3%
Cn1cc(C(C(=O)O)N2CCCC2)c2cc(C(=O)O)ccc21 (configuration not stated)	-10.6%	-0.8%
COc1cc(NS(=O)(=O)c2ccc(NC(=O)c3cccc(F)c3)cc2)nc(OC)n1	6.4%	-3.7%
c1cc(CNCCN2CCCC2)cs1	10.6%	-9.9%
Cc1ccc(NC(=O)Cn2nc(-c3ccncc3)ccc2=O)cc1Cl	?	-5.8%
O=C(CCC1N=C2c3ccccc3N=C(SCC(=O)Nc3ccc(F)cc3)N2C1=O)NCc1cccs1 (configuration not stated)	35.1%[activator]	32.4%[activator]
CCOc1ccccc1NC(=O)Cn1c(=O)n(Cc2cccs2)c(=O)c2cccnc21	14.7%	-18.0%
N#C/C(=C/c1ccc(Br)cc1)Sc1ccc(Br)cc1	-6.0%	-7.1%
CCc1ccc2oc(C(=O)Nc3cc(Cl)ccc3OC)cc(=O)c2c1	11.5%[57.5 µM]	-3.5%[57.5 µM]
CN(Cc1ccccc1)S(=O)(=O)c1ccc(NC(=O)CN2CCN(c3ccccc3O)CC2)cc1	-2.5%	14.1%
CC(NS(=O)(=O)c1ccccc1F)C(=O)Nc1ccc(F)c(Cl)c1 (configuration not stated)	-4.9%	-7.0%
Cc1c2cnn(CC(=O)NCc3ccc(F)cc3)c(=O)c2c(C)n1Cc1ccccc1Cl	-15.9%	9.8%
Cc1nn(C(C)C(=O)N2CCN(c3ccc(F)cc3)CC2)c(=O)c2c1sc1ccccc12 (configuration not stated)	?	?
COC(=O)c1ccccc1NC(=O)Cn1nc(C)c2nn(-c3ccc(Cl)cc3)c(C)c2c1=O	3.9%	-5.1%
CCc1ccc(NC(=O)CN(c2ccc(C)cc2)S(=O)(=O)c2cccs2)cc1	21.0%	-2.7%
Cc1noc2ncnc(NCCc3ccccc3)c12	?	-4.3%
CCOc1ccc(-c2nc(CNC(=O)Nc3cccc(OC)c3)c(C)o2)cc1	12.3%	14.9%
CCCN(Cc1cccs1)C(=O)Nc1cc(Cl)ccc1OC	-11.4%	-5.0%
CC(C)C(=O)Nc1ccc2[nH]cc(C(C(=O)O)N3CCN(Cc4ccccc4)CC3)c2c1 (configuration not stated)	5.5%	14.4%
CC(C)(C)C(=O)COC(=O)c1ccccc1SC1CCS(=O)(=O)C1 (configuration not stated)	-4.4%	-3.4%
Cc1cc(C)cc(-n2ccnc2SCC(=O)Nc2nc3ccc(C)cc3s2)c1	?	-6.3%

Remaining list, next part:
SMILES	AID inh	UDG counter
Cc1c(Cl)cccc1NC(=O)CCn1c(=O)c2cccn2c2ccccc21	8.3%	-3.9%[57.5 µM]
COc1ccc(-n2nc(C(=O)N3CCC(C)CC3)c3c4ccccc4n(C)c3c2=O)cc1Cl	22.5%	1.2%
Cc1cccc(C(=O)Nc2ccccc2OCc2cc(=O)n3ccccc3n2)c1	3.8%	4.3%
CCCOC(=O)c1c(-c2ccc(OC)cc2)csc1NC(=O)c1ccoc1C	-7.9%	4.5%
CC(=O)c1cccc(NC(=O)CC(c2ccc(C)cc2)N2Cc3ccccc3C2=O)c1 (configuration not stated)	?	-10.6%
Cc1ccccc1NC(=O)CSc1nccn2nc(-c3cccc4ccccc34)cc12	0.9%	0.4%
CCc1cc2c(SCC(=O)Nc3ccc(C(C)=O)cc3)ncnc2s1	11.4%	5.2%
CCCN(CCC)CCCNC(=O)C1CCN(c2nc3ccc(CC)cc3s2)CC1	-15.7%	-2.6%
Cc1ccc(S(=O)(=O)Oc2ccc3c(c2)O/C(=C\c2ccccc2C)C3=O)cc1	-16.4%	-13.1%

This is a subset; the hit share may differ from the screen's.
